Source: PubChem BioAssay (National Center for Advancing Translational Sciences (NCATS))
a7 integrin act = activates integrin-mediated alleviation for muscular dystrophy; 350,000 tested, 0.064% active; Potency, µM (titrated, usually from 38.3 µM), for inactives: at the top dose activation, most hits filed as activators; AID 624291; alpha7betagal myoblasts, beta-gal FDG fluorescence, 48 h;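 further: potency means the concentration at half of the fitted maximal effect; 100% = response of the positive control SU9516; nearly all actives have a fitted effect of over 60% in size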
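alpha7betagal+/- myoblasts (passage 13, 250/well) treated 48 h at 37C with compounds at 1:260 dilution of DMSO stock. Lysed, then beta-galactosidase activity read as FDG fluorescence (ex 480/em 540) after 30 min, with pre-read for autofluorescence.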
TSHR antagonist = blocks TSH signaling through the human TSH receptor | P16473 | TSHR-expressing cells, TSH-stimulated cAMP HTRF, 2 h; active compounds read low | activity change, negative = inhibition, % at 11.5 µM | 330,000 tested, 0.2% active;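 active means activity change below a set negative limit, meaning inhibition stronger than a set level, cut at about -70% in these data; inconclusive means activity change between two set negative limits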; further: on the % scale 0 is the no-effect control and ±100 the full control effect
Target sequence (P16473 whole entry, looked up): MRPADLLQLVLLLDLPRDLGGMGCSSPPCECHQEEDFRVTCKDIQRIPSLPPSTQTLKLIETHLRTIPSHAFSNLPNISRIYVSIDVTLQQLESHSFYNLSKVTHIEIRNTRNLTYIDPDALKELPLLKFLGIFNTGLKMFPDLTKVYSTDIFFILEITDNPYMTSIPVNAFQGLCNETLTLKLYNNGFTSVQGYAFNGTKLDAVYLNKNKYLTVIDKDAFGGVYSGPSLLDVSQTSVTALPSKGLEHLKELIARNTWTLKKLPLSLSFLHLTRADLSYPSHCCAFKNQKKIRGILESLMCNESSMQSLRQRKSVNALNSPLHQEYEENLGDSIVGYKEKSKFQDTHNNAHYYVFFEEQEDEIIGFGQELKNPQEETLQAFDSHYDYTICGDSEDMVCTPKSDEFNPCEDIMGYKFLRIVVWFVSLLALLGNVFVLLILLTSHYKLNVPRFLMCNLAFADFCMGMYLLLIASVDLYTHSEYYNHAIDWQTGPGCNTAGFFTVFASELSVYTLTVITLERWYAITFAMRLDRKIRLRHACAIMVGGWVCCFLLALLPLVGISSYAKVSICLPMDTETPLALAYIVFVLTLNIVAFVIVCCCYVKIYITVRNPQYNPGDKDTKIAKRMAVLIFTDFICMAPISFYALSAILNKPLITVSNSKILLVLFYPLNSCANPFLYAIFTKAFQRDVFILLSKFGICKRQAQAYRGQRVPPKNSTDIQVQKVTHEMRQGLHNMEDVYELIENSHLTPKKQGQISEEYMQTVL
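Competitive HTRF cAMP read-out (cryptate anti-cAMP antibody, cAMP-d2; 30 min, room temperature) in freshly harvested TSHR cells. Compounds added before TSH at EC80 (4nM final), followed by 2 hours' incubation at 37 deg C.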
MLL CXXC-DNA inh = MLL CXXC-DNA interaction inhibition; Q03164; MLL-CXXC / FITC-HOXA9 DNA fluorescence polarization; Potency, µM (top dose mostly 115 µM), inactives show at the highest dose activity change, negative = inhibition, hits mostly inhibitors; 290,000 tested, 0.037% active; AID 2662; active means well fitted inhibition curve with a large enough effect in the polarisation, with a control signal flat, not every such curve was filed as active; inconclusive means small, poorly fitted or top-dose-only effect, or effect the other way, or a change in a side signal; inactive means no such curve, though single readings can be large or run the other way; the % refers to the polarisation; further: potency means the concentration at half of the fitted maximal effect
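Purified MLL-CXXC (added from a 7 uM solution) was preincubated 5 min at ambient with pinned compounds in 50 mM Tris-HCl pH 7.5, 50 mM NaCl, 1 mM DTT, 0.05% BSA. Fluorescein-labeled HOX-A9 DNA (50 nM solution) followed, 30 min, then polarization read.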
Mito fusion act = mitochondrial division inhibition or fusion activation | S. cerevisiae fusion-defective mutant growth rescue, CellTiterGlo 48 h | 320,000 tested, 0.23% active | Potency, µM (doses to about 46.1 µM), for inactives: top-dose growth rescue (activation), actives largely listed as activators;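 further: potency means the concentration at half of the fitted maximal effect; % of control where 0% means no effect; nearly all actives have a fitted effect of over 45% in size; temperature-sensitive fusion mutants such as fzo1-1 at 37 °C on non-fermentable ethanol glycerol medium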
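S. cerevisiae fusion-defective temperature-sensitive mutants (e.g. fzo1-1, mgm1-5) grown 48 h at 37C in YPEG (ethanol/glycerol non-fermentable) medium with 23 nl compound per well; growth rescue read as CellTiterGlo luminescence.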
Menin MLL FP TR = displaces Texas Red mutant MLL peptide from human menin; 270,000 tested, 0.23% active; Potency, µM (top dose mostly 61.6 µM), inactives show at the top dose FP activity change, negative = inhibition, hits mostly inhibitors; Menin + Texas Red MLL mutant peptide, fluorescence polarization; O00255; AID 1768; active means well fitted inhibition curve with a large enough effect in the polarisation, with a control signal flat, not every such curve was filed as active; inconclusive means small, poorly fitted or top-dose-only effect, or effect the other way, or a change in a side signal; inactive means no such curve, though single readings can be large or run the other way; the % refers to the polarisation; further: potency means the concentration at half of the fitted maximal effect; % of control where 0% means no effect; many of its hits are not listed in these tables
TCR act = activators of T cell receptors | primary human leukocytes, anti-CD3, IL-2 HTRF, 48 h | Potency, µM (highest dose often 9.22 µM), for the others: top-dose activation of IL-2 secretion, most hits filed as activators | 330,000 tested, under 10 active; further: % of control where 0% means no effect
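Compounds are tested in HTS on primary human leukocytes co-incubated with a-CD3 beads for 48 hr. IL-2 output is measured by time-resolved FRET.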
S-ASM inh = human S-ASM enzyme inhibition. P17405. placental ASM, HMU-PC fluorogenic substrate, 60 min. Potency, µM (top dose mostly 57.5 µM), for inactives: at the highest dose activity change, negative = inhibition, most hits filed as inhibitors. AID 504937. 340,000 tested, 0.006% active; further: potency means the concentration at half of the fitted maximal effect
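HMU-PC0 cleavage (9 uM final) by human placental ASM, 60 min at 37 °C following 10 min compound exposure at RT; stopped at pH 10, fluorescence Ex 386/Em 447 nm.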
MBNL1 CUG block = blocks human MBNL1 binding to CUG repeat RNA | TR-FRET MBNL1-His/biotin-(CUG)12 binding, 665/545 ratio | Potency, µM (top dose mostly 57.5 µM), inactives show at the top dose activity change, negative = inhibition, most hits filed as inhibitors | 280,000 tested, 0.036% active | AID 2675; active means well fitted inhibition curve with a large enough effect in the signal ratio, with a control signal flat, not every such curve was filed as active; inconclusive means small, poorly fitted or top-dose-only effect, or effect the other way, or a change in a side signal; inactive means no such curve, though single readings can be large or run the other way; the % refers to the signal ratio; further: potency means the concentration at half of the fitted maximal effect; on the % scale 0 is the no-effect control and ±100 the full control effect
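TR-FRET between His-tagged MBNL1 and biotin-(CUG)12 RNA, detected with Tb anti-His antibody (0.055 ng/ul) and streptavidin-XL665 (5 nM), 60 min at room temperature. Compounds titrated 92 nM to 58 uM; 665/545 nm ratio normalized to buffer and complex controls.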
PTAP TSG101 blk = blocks PTAP/TSG101 interaction to inhibit HIV-1 budding | Potency, µM (titrated, usually from 115 µM), inactives show top-dose activity change, negative = inhibition, usual class: inhibitors | Fluorescence polarization, FITC-PTAP peptide / Tsg101 binding | AID 493005 | 340,000 tested, under 10 active; active means well fitted inhibition curve with a large enough effect in the main read-out, with a control signal flat, not every such curve was filed as active; inconclusive means small, poorly fitted or top-dose-only effect, or effect the other way, or a change in a side signal; inactive means no such curve, though single readings can be large or run the other way; further: potency means the concentration at half of the fitted maximal effect; % of control where 0% means no effect
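Steps: Tsg101 binding domain dispensed (10 uM final), compounds pinned in DMSO, FITC-labeled PTAP-motif peptide added (50 nM final); after 20 min binding at room temperature, polarization measured.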
A-T KAP1 phos = potential ataxia-telangiectasia treatment. […] A-T fibroblasts, KAP-1 phosphorylation AlphaLISA; neocarzinostatin DNA damage 30 min before lysis. Potency, µM (top dose mostly 57.5 µM), for inactives: at the top dose activation, hits mostly activators. 320,000 tested, 0.19% active; further: potency means the concentration at half of the fitted maximal effect; % of control where 0% means no effect; nearly all actives have a fitted effect of over 45% in size
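hTERT-immortalized A-T patient fibroblasts ([…]), 500 cells/well in OPTI-MEM, 1% FBS, got compounds for 60 min, then NCS for 30 min at 37C. Lysates were then assayed for phospho-KAP-1 by AlphaLISA (anti-pKAP1 donor, anti-KAP1 acceptor beads), 6 hr at 25C.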
An asterisk follows results filed as active; ? = inconclusive; nt = no result given; [ ] = another dose, or the depositor's remark. Unless noted, the call rests on the fitted dose curve; in most records, active means well fitted curve in the direction sought with a large enough effect; inconclusive means small, poorly fitted or top-dose-only effect, or another doubt; inactive means no such curve, though single readings can be large; an effect the other way counts as inactive or inconclusive. The list is partial; rates above refer to the full screens.

structure,a7 integrin act,TSHR antagonist,MLL CXXC-DNA inh,Mito fusion act,Menin MLL FP TR,TCR act,S-ASM inh,MBNL1 CUG block,PTAP TSG101 blk,A-T KAP1 phos
CSCCC(NS(=O)(=O)c1ccc(C)cc1)C(=O)Nc1ccc(C)cn1 (configuration not stated),22%,5,nt,5%,nt,-1%,5%,nt,-2%,0%
COc1ccc(CN(C(=O)c2cccc(OC)c2)C2CCS(=O)(=O)C2)cc1 (configuration not stated),-36%,14,-6%,-4%,nt,2%,3%,-6%,-2%,-15%
CC1CCCN(S(=O)(=O)c2csc(C(N)=O)c2)C1 (configuration not stated),-5%,-140*,-1%,28%,-7%,11%,5%,-5%,-3%,-5%
COc1ccccc1OCCOc1ccc(/C=C2\C(=N)N3N=C(C)SC3=NC2=O)cc1,1%,3,?,-3%,-10%,nt,-5%,1%,-4%,11%
CCCC(=O)N1CCC(Cc2ccccc2)CC1,-24%,-13,0%,0%,7%,-2%,-1%,-2%,-2%,7%
COc1cc(NC(=O)C2CC(c3cccc(Br)c3)=NO2)cc(OC)c1OC (configuration not stated),-16%,-35,15%,-2%,?,nt,-10%,-3%,1%,nt
CC(=O)Nc1ccccc1N(C)S(=O)(=O)c1ccc(C)cc1,-17%,-3,-8%,2%,-2%,nt,4%,-13%,-4%,-1%
COCCn1c(SCC(=O)N2CCCCCC2)nc2c([nH]c3ccccc32)c1=O,-21%,-11,9%,4%,nt,-5%,0%,8%,-2%,20%
O=C(N/N=C\c1cccnc1)c1cc(-c2ccc(Cl)s2)[nH]n1,25%,-1,55%[activator],3%,-28%,-4%,-4%,6%,0%,-6%
COC(=O)C(NC(=O)c1cccnc1Cl)C(C)C (configuration not stated),24%,6,3%,1%,nt,2%,3%,-9%,-7%,1%
CSc1n[nH]c(NC2=CC(=O)CCC2)n1,-55%[inhibitor],11,7%,-5%,5%,0%,8%,-13%,-4%,2%
NC(=O)Cn1cc(/C=N\NS(=O)(=O)c2ccc(Cl)cc2)c2ccccc21,?,10,?,2%,14%,2%,-9%,14%,-2%,5%
O=C(Nc1ccc(F)cc1)c1cccnn1,-24%,0,3%,4%,-15%,-6%,-1%,-8%,-4%,-5%
COCCN1CCn2c(nc3cc(Nc4nnc(C)c5ccccc45)ccc32)C1,?,16,12%,4%,nt,-2%,1%,9%,-2%,-14%
CCn1c(SCC(=O)Nc2nccs2)nnc1-c1ccc(C)cc1,-22%,-8,-2%,2%,-7%,-5%[46.1 µM],4%,-5%,4%,2%
O=C(c1ccco1)N1CCN(Cc2nnc(-c3cccc(Cl)c3)o2)CC1,-22%,-8,11%,11%,-18%,2%,1%,-4%,-1%,0%
S=C(c1ccc(-c2ccccc2Cl)o1)N1CCOCC1,-16%,-7,-7%,2%,-18%,nt,-12%,?,0%,0%
CCC(C)c1ccccc1NC(=O)COC(=O)c1ccc2c(c1)S(=O)(=O)c1ccccc1C2=O (configuration not stated),1%,-2,4%,-12%,-16%,4%[46.1 µM],-9%,?,1%,-1%
CCOc1ccc(OCCn2c(=S)[nH]c3ccccc32)cc1,16%,-14,9%,4%,57%[activator],5%,-19%,7%,-5%,-9%
Cc1ccc(Cc2c(C)nc3nc(SCC(=O)NCCCN4CCCCCC4)nn3c2C)cc1,-53%[inhibitor],-3,1%,-24%,?,-3%,-1%,-25%,-4%,4%
Cc1c(Cl)c(-c2n[nH]c(=S)n2CC(C)C)nn1C,-14%,20,-3%,-2%,1%,0%,2%,?,-3%,-5%
CC1(C)N=C(SCC(=O)Nc2ccc(Cl)cc2)C(c2ccccc2)=N1,-30%,-5,2%,6%,3%,nt,-10%,1%,-4%,1%
O=C(/C=C/c1ccc(OCc2ccccc2)c(OCc2ccccc2)c1)c1cccnc1,-40%,31,17%,7%,24%,7%[46.1 µM],19%,54%[activator],-4%,-3%
CC(c1ccccn1)C(C)(O)C(C)c1ccccn1 (configuration not stated),-16%,nt,nt,nt,nt,1%,10%,nt,0%,nt
O=C(O)CCC(=O)N1N=C(c2ccccc2)CC1c1cccs1 (configuration not stated),-12%,-1,2%,-4%,nt,-5%,3%,5%,-2%,0%
Cc1noc(/C=C/N(C)C)c1S(=O)(=O)N1CCN(c2ccccc2)CC1,-38%,-13,2%,-2%,0%[11.7 µM],13%,4%,8%,-5%,?
Cc1cccc(C)c1NC(=O)C(c1ccccc1)N1CC(=O)Nc2ccccc21 (configuration not stated),-21%,41,25%,-3%,-2%,1%,2%,2%,-4%,-13%
CC(=O)c1sc2nc(C)cc(C)c2c1N,-8%[7.66 µM],2,2%,-4%,7%,-3%,nt,?,-10%,10%
Cc1ccc(NC(=O)c2nc[nH]c2C(=O)N[C@@H](C)C(=O)OC(C)(C)C)cc1,-20%,-4,-3%,-30%,nt,-1%,-7%,-2%,-1%,-23%
O=C(Nc1ccc(SC(F)F)cc1)c1ccccc1F,12%,-4,-3%,3%,21%,-1%,3%,-1%,-3%,3%
CCc1ccc(CNC(=O)Cn2nc(-c3ccc(C)cc3)ccc2=O)cc1,nt,-6,7%,28%,-25%,nt,nt,18%,nt,1%
Cc1ccccc1C1C(C#N)=C2N=C(N)c3ccccc3N2C2=C1C(=O)CCC2 (configuration not stated),-16%,-9,-1%,-1%,nt,-6%,-12%,11%,-5%,-11%
CC(=O)c1c(C)[nH]c(C(=O)OCC(=O)NCc2cccs2)c1C,8%,-7,nt,0%,nt,4%,0%,nt,-5%,1%
OC(Cn1cncn1)c1ccc(Cl)cc1Cl (configuration not stated),7%,-5,4%,4%,-13%,-1%,3%,10%,-7%,-1%
Cc1[nH]c2ccccc2c1C(=O)CN1CCC(C)CC1,-5%,3,4%,2%,-18%,6%,1%,-5%,1%,1%
O=C(Cc1csc(N2CCOCC2)n1)N/N=C/c1ccc(F)cc1,-4%,-2,1%,1%,-8%,-2%,0%,-2%,5%,-3%
NC(=O)c1ccc(NC(=O)Cc2cccs2)cc1,7%,40,-5%,3%,?,7%,-1%,7%,3%,-6%
COc1ccc(-c2[nH]ncc2/C=N\NS(=O)(=O)c2ccccc2)cc1OC,-9%,-3,10%,2%,0%,3%,-1%,-3%,1%,4%
CCOC(=O)C(C)Oc1cccc2c(=O)n(CC(=O)NCCc3ccc(OC)c(OC)c3)ccc12 (configuration not stated),-9%,4,10%,-4%,0%,-2%,3%,8%,-4%,-3%
COc1ccc2nc(SCC(=O)Nc3ccc4[nH]c(=O)[nH]c4c3)[nH]c2c1,13%,12,nt,-3%,nt,-2%,0%,nt,-2%,3%
CN1CCc2c(C#N)c(N3CCCCC3)nc(NCc3ccccc3)c2C1,-54%,9,10%,-27%,-9%,-3%,135%[activator],14%,-6%,15%
Cc1ccc(-c2nn(-c3cccc(F)c3)cc2CNCCc2ccncc2)o1,0%,-4,1%,-1%,-17%,-2%,9%,8%,-4%,2%
CCNC(=O)C1CCCN1S(=O)(=O)c1ccc(OC)cc1 (configuration not stated),13%,nt,3%,4%,-17%,-1%,-1%,-6%,-6%,nt
CCOC(=O)c1c(-c2ccccc2)csc1NC(=O)/C(C#N)=C/c1ccc(OC)c(OC)c1,23%,-18,5%,-5%,3%,1%[46.1 µM],9%,nt,-1%,-2%
Cc1cc(C)nc(N2CCN(c3ncnc4c3oc3ccccc34)CC2)n1,nt,-3,13%,-1%,0%,nt,nt,1%,nt,-3%
Cc1nnc(SCC(=O)NCc2ccccc2Cl)[nH]c1=O,-9%,2,-5%,-2%,2%,0%,4%,-6%,-5%,2%
Cc1cc(S(=O)(=O)N2CCOCC2)ccc1OCC(=O)Nc1ccc(F)cc1,?,-1,-1%,-8%,1%,1%,1%,-3%,-2%,1%
O=C(N/N=C\c1cccc([N+](=O)[O-])c1O)C1COc2ccccc2O1 (configuration not stated),17%,-15,4%,-3%,?,-1%[46.1 µM],-5%,?,0%,-3%
Cc1oc2cc(O)cc(O)c2c(=O)c1-c1ccc2c(c1)OCCCO2,-24%,-16,1%,?,13%,nt,-16%,-1%,4%,1%
